# Screening results deposited in PubChem by several laboratories.
# NOD2 RIPK2 PPI = NOD2-RIPK2 protein interaction inhibition. CHO BLA complementation NOD2-RIPK2, CCF4 ratio. inhibition, % at 4.98 µM. 360,000 tested, 0.38% active. AID 624267; in the data active means inhibition above about 21%;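 further: 0% = vehicle only and 100% = reference blocker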
# Target sequence (O43353 whole entry, looked up): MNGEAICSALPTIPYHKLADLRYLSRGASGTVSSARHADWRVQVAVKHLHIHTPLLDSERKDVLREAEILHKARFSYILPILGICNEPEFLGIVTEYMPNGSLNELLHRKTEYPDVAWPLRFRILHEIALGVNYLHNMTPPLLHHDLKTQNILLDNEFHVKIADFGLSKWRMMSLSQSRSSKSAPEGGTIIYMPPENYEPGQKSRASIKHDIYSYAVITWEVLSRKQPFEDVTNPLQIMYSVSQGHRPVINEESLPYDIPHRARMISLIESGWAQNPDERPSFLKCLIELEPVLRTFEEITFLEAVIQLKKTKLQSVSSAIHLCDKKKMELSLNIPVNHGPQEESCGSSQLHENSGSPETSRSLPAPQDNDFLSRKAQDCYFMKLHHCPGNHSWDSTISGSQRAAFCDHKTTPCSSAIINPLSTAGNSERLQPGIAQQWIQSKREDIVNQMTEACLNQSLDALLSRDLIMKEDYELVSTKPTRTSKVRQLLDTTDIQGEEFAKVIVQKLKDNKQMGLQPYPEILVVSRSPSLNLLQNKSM
# MC4R antagonist = antagonists of human melanocortin 4 receptor (MC4R); P32245; MC4R-expressing cells, MTII-stimulated cAMP, LANCE TR-FRET; inhibition, % at 6.5 µM; 360,000 tested, 0.48% active; AID 540295;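 active means inhibition above its plate's cutoff, the mean of tested wells on that plate plus 3 SD, cut at about 29% in these data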;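 further: 0% = Melanotan II alone and 100% = Melanotan II plus saturating MCL0020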
#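 Material: human MC4R-expressing U2OS cells. Probe or stimulus: Melanotan II challenge. Dosing: 6.5 µM single dose. Times: 30-min compound, 1-h challenge, 1-h detection, room temperature. Technique: TR-FRET with Eu-cAMP and labeled anti-cAMP, 671 nm. Replication: singlicate.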
# ABHD5-PLIN5 inh = inhibitors of human ABHD5-perilipin-5 interaction; Q00G26+Q8WTS1; Split G. princeps luciferase complementation, luminescence, 4 h; 360,000 tested, 0.78% active; inhibition, % at 4 µM;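 active means inhibition above the mean inhibition across every tested compound plus 3 SD, cut at about 22% in these data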;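 further: 0% = DMSO only wells and the 100% control is not disclosed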
# LRH-1 inv ag = NR5A2 inverse agonism in reporter assay; HEK293T StAR-luciferase reporter, LRH-1 transfected, 24 h; inhibition, % at 3.6 µM; 360,000 tested, 0.13% active; AID 602396;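 active means inhibition above the mean inhibition of all tested compounds plus 3 SD, cut at about 73% in these data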;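 further: 0% = DMSO wells and 100% = reporter-only cells lacking LRH-1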
# Target sequence (O00482 whole entry, looked up): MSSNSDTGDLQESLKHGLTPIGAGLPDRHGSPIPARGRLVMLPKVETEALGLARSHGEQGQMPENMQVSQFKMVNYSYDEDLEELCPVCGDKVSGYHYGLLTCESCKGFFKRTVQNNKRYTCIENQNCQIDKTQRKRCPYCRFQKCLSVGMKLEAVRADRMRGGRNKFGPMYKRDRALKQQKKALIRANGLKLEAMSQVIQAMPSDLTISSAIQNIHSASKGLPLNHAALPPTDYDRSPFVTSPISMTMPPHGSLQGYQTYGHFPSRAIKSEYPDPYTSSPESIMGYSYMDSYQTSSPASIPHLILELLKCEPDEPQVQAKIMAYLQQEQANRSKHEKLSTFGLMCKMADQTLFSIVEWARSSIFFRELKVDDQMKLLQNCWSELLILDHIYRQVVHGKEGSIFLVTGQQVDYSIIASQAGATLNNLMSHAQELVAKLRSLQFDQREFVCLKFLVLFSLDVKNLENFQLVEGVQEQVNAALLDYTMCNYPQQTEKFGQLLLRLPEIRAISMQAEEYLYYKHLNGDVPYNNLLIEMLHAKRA
# NR2F2 inh = inhibitors of human COUP-TFII (NR2F2); P24468; inhibition, % at 8.6 µM; AID 686940; HEK293T NGFI-A luciferase reporter, luminescence; 370,000 tested, 0.7% active;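 active means inhibition above a per-plate cutoff, mean inhibition of test wells between control levels plus 3 SD, cut at about 38% in these data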;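 further: cells cotransfected with COUP-TFII expression vector driving the NGFI-A reporter; 0% = median of COUP-TF2 test wells and 100% = reporter-only cells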
# TLR9-MyD88 inh = inhibitors of human TLR9-MyD88 binding; Q9NR96+Q99836; CHO BLA complementation TLR9-MyD88, CCF4 FRET ratio; inhibition, % at 4.98 µM; 340,000 tested, 0.21% active;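 active means inhibition above the mean over all tested compounds plus 3 SD, cut at about 21% in these data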;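 further: 0% = DMSO only wells and 100% = clavulanate BLA inhibitor control wells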
# NCOA1 inh = inhibits human SRC1 coactivator; HEK293 GAL4-SRC1 luciferase reporter, luminescence; inhibition, % at 3.6 µM; 360,000 tested, 0.12% active; AID 588354;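 active means inhibition above the campaign mean plus 3 SD, with each screening campaign given its own cutoff, cut at about 60% in these data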;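 further: 0% = DMSO treated cells and 100% = gossypol at 36 µM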
# MC4R barr agon = human MC4R agonism via beta-arrestin | U2OS MC4R beta-arrestin complementation, luminescence; percent of melanotan II response, DMSO zero | activation, % at 8.9 µM | 360,000 tested, 0.98% active | AID 540308;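 active means activation above a per-plate cutoff, the mean activation of sample wells on that plate plus 3 SD, cut at about 8% in these data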
# LMP1 NFkB inh = reduces LMP1-driven NF-kappaB luciferase signal. LMP1-induced NF-kappaB luciferase reporter cells, luminescence. inhibition, % at 12.5 µM. 350,000 tested, 0.69% active. AID 504558; in the data active means inhibition above about 41%;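 further: 0% = neutral control wells and 100% = reference inhibitor control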
# NCOA2 inhibitor = inhibits human steroid receptor coactivator 2. 370,000 tested, 0.17% active. AID 651957. inhibition, % at 9 µM. HEK293 GAL4-SRC2 luciferase reporter, luminescence;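 active means inhibition above the mean inhibition of all tested compounds plus 3 SD, set per campaign, cut at about 52% in these data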;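 further: 0% = DMSO treated cells and 100% = cells given Gossypol at 36 µM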
# SRC3 inh = inhibits human SRC3 coactivator. inhibition, % at 3.6 µM. Q9Y6Q9. AID 588352. HEK293 GAL4-SRC3 luciferase reporter, luminescence. 360,000 tested, 0.17% active;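 active means inhibition above a per-campaign cutoff, the mean of all compounds plus 3 SD, cut at about 60% in these data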;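 further: 0% = DMSO-treated cells and 100% = gossypol-treated cells at 36 µM; higher means less SRC3-driven luciferase light from the GAL4 reporter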
# Starred values were filed as active, the others as inactive; · = no result given. Some of the compounds tested (hit frequency here may not be typical).
no.	NOD2 RIPK2 PPI	SRC3 inh	TLR9-MyD88 inh	NR2F2 inh	NCOA1 inh	LMP1 NFkB inh	MC4R antagonist	MC4R barr agon	LRH-1 inv ag	NCOA2 inhibitor	ABHD5-PLIN5 inh	molecule
1	-26	5	-6	-1	13	8	17	0.6	-10	11	1	Cc1ccc(C(=O)N2CCC3(CC2)Oc2ccc(F)cc2C(=O)C32CC(c3ccc(Cl)cc3)=NO2)s1 (configuration not stated)
2	0	2	-1	2	-16	6	4	-2.6	2	10	11	COc1cc2ccccc2cc1C(=O)N(CCN(C)C)c1nc2c(F)cccc2s1
3	-2	13	·	1	3	·	4	-1.2	20	-4	0	O=C(O)c1ccc2ccc3ccccc3c2c1
4	7	-5	5	0	3	-12	14	-2.0	9	2	-2	COc1ccc(C2C(=O)N(C3CCCCCC3)CC(=O)N2Cc2ccccc2)cc1OC (configuration not stated)
5	0	2	-3	10	-6	-3	8	6.1	7	-4	1	O=C(C[C@H]1C/C=C\C[C@@H](NC(=O)OCC2c3ccccc3-c3ccccc32)C(=O)O[C@@H](c2ccccc2)CNC1=O)N[C@H](CO)Cc1ccccc1
6	2	3	6	8	-17	-15	-1	-0.8	12	-25	-9	O=S(=O)(Cc1ccccc1)N(O)c1ccccc1
7	-27	7	-35	-2	4	-9	12	1.9	-16	5	0	N=c1c(C(=O)NCc2ccc(F)cc2)cc2c(=O)n3ccccc3nc2n1CCCN1CCOCC1
8	1	-19	11	3	-13	-5	0	-0.3	-22	-9	-4	CC1(C)CC(NC(=O)c2cc(COc3cccc(C(F)(F)F)c3)on2)CCO1 (configuration not stated)
9	-7	10	3	-15	1	9	7	-1.0	8	-2	-6	COc1cccc(NC(=O)CN(C)C(=O)c2cccnc2Sc2ccc(C)c(C)c2)c1
10	1	7	0	16	-12	2	20	-0.4	30	17	-8	CC(=O)c1sc(NC(=O)C2CCN(C(=O)c3ccc(F)cc3)CC2)nc1-c1ccccc1
11	8	23	5	13	1	3	0	-1.5	1	21	-5	CC(C)OC(=O)C1CC(C)(O)C(=O)C(C(=O)OC(C)C)C1c1ccc([N+](=O)[O-])cc1 (configuration not stated)
12	-6	7	-1	25	3	1	-7	-2.4	12	14	1	S=C(NCc1ccco1)Nc1ccc(Cl)cn1
13	-4	17	-2	2	-4	-2	-1	1.7	5	-14	5	CC1CN(C(=O)COC(=O)c2ccc(C#N)cc2)CC(C)O1 (configuration not stated)
14	0	-10	·	7	-25	·	·	·	-5	-12	-3	Fc1ccc(-c2nc3c4ccccc4ccn3c2Cc2cccc(Cl)c2)cc1
15	6	14	4	12	6	-2	10	-1.6	16	5	-3	COc1ccc(S(=O)(=O)N2CCN(C(=O)CCC3CCCC3)CC2)cc1
16	11	12	-3	-12	-9	-33	10	0.7	14	-11	1	Cn1c(=O)[nH]c(=O)c2c1nc(N1CCN(Cc3ccccc3)CC1)n2CCCc1ccccc1
17	4	2	-6	7	8	0	13	0.5	-9	-33	-6	COCc1c(C(=O)N/N=C(\C)c2ccncc2)nnn1-c1nonc1N
18	-4	8	0	11	-3	1	14	-4.5	1	9	-2	Cc1ccc(OCc2nc3c4c(ncn3n2)-c2ccccc2CC42CCCC2)cc1
19	0	-1	-4	15	3	8	11	-1.8	-8	-7	-2	c1ccc(OCCCn2nnc(-c3ccncc3)n2)cc1
20	-4	-9	-1	8	-11	0	-3	-3.2	11	-33	-6	O=C(Nc1ccccc1C(=O)NCCN1CCOCC1)c1cccc([N+](=O)[O-])c1
21	1	3	-9	-4	2	-2	10	-2.8	6	-7	-11	CCCCC(=O)NC(=S)NNC(=O)CCc1ccccc1
22	1	-13	5	-2	-12	0	4	0.3	-13	-22	-2	O=C(CCc1ccccc1)N[C@@H]1c2ccccc2CC[C@H]1OCc1ccccc1
23	5	20	-4	-4	4	-8	3	0.1	12	-11	4	CC(OC(=O)c1cccnc1Cl)C(=O)NC1CCCCC1 (configuration not stated)
24	-2	12	0	8	-8	-16	25	2.7	-12	3	3	CC(=O)Nc1ccc(S(=O)(=O)N2CCN(Cc3nc4sc(C)c(C)c4c(=O)[nH]3)CC2)cc1
25	-8	7	0	-13	-1	-18	6	-1.0	5	18	5	CC(=O)Nc1ccc(C(=O)CSc2nnc(Cc3ccccc3)o2)cc1
26	-4	-10	1	-13	-13	7	-2	-1.2	-8	-7	0	Cc1ccc(CN(C)C(=O)CCc2c[nH]c3ccccc23)o1
27	3	-6	·	-2	-11	·	2	-2.2	8	-27	-12	CC1(C(=O)NCC(F)(F)F)CCN1C(=O)C1(c2ccccc2)CC1 (configuration not stated)
28	-7	0	-9	·	-21	-6	12	5.8	-21	·	1	COc1cc(/C=N/Nc2ccc(Cl)c(C(=O)O)c2)ccc1OCC(=O)N1C(C)CCCC1C (configuration not stated)
29	-2	4	7	7	8	-6	4	3.6	6	-39	-6	COc1ccc(CCC(=O)OCC(=O)NC2CCCC2)cc1OC
30	-6	6	2	2	6	4	-3	-1.9	-6	9	3	Cn1ncc(Cl)c1C(=O)Nc1ccncc1
31	5	-11	·	-8	-55	·	·	·	2	8	-4	CCNC(=O)N(C)[C@H]1C[C@H]2c3[nH]c4ccccc4c3CCN2C[C@H]1[C@H](C)O
32	1	1	0	20	-11	4	6	-1.4	-12	12	2	CCC(=O)NC(c1ccccc1Cl)c1c(O)ccc2ccccc12 (configuration not stated)
33	-2	2	-6	-16	-3	9	9	1.1	3	-1	0	N#Cc1c(N)nc2c(c1N)CC(=O)N2c1ccccc1-c1ccccc1
34	3	2	13	-5	-23	0	-4	-4.3	30	2	0	COc1ccc([N+](=O)[O-])cc1NS(=O)(=O)c1ccccc1
35	7	5	-5	-3	-6	5	0	-1.4	-14	-32	-4	CCOC(=O)c1cc(S(=O)(=O)NCc2ccc3c(c2)OCO3)cn1C
36	4	12	4	6	4	3	14	-4.2	-3	-13	2	Cn1nnnc1SCCNC(=O)C1CCC(=O)N(CCc2ccccc2)C1 (configuration not stated)
37	-10	7	-3	-20	-25	-11	5	-0.1	-31	-4	8	Cc1c(NC(=O)C(c2ccccc2)c2ccccc2)cccc1C(=O)O
38	3	16	-17	5	-7	-17	13	1.0	6	0	3	CCOC(=O)C(/C=C(\C#N)C(=O)OCC)=C(/N)N1CCN(c2ccccc2)CC1
39	3	25	9	15	0	3	4	-3.4	10	11	-6	Cc1ccc(CNC(=O)C2CCN(S(=O)(=O)c3c(C)noc3/C=C/N(C)C)CC2)cc1
40	7	1	·	12	-15	·	3	-2.2	-9	-9	-6	CS(=O)(=O)Nc1ccccc1-c1cccc2nccn12
41	-7	-7	1	13	-4	-24	19	2.1	10	-14	-3	O=C(c1ccco1)N1CCN(C(=O)C2CCN(S(=O)(=O)Cc3ccccc3)CC2)CC1
42	0	-11	3	-7	-6	-10	4	-1.6	-7	-21	-5	O=C(NCc1cccs1)c1cccc(N2CCCC2=O)c1
43	-3	-11	2	-4	6	-31	7	0.9	-5	7	-1	CC(C)(C)NC(=O)c1cccc(NC(=O)c2ccc3c(c2)C(=O)N(C(C)(C)C)C3=O)c1
44	-1	-116	-10	-31	-72	-25	-8	-1.0	-160	-75	-3	O=C(Nc1ccccc1)c1ccc(NC(=O)C2CC2)cc1
45	-2	20	6	23	-30	5	9	5.3	7	9	7	CCn1c(C)c(C(C)=O)c(NCc2ccccc2)nc1=S
46	-1	15	-3	5	-6	2	-3	4.0	-9	-20	6	CCc1cc(C(=O)OC)c(NC(=O)CN2CCN(C(=O)c3ccco3)CC2)s1
47	-7	8	8	22	-1	2	0	-0.6	-16	21	-2	COc1ccc(-n2c(C)nc3c(cnn3-c3ccccc3)c2=O)cc1
48	-7	15	-2	-3	-49	-4	19	-1.2	-3	-16	1	Cc1ccc(NC(=O)c2cccc(OC(F)F)c2)c(OC(F)F)c1
49	-6	14	-14	7	6	-19	0	-2.2	-21	5	5	C(=N\n1cnnc1)/c1ccc(N2CCOCC2)cc1
50	-15	·	·	-2	·	·	·	·	-20	4	14	CCOC(=O)[C@]12CCCC=C1N(Cc1ccccc1)C(=O)[C@H](CC(=O)NCc1ccc(C)o1)C2
51	-2	-6	-3	6	6	6	-2	0.9	-4	26	-8	Fc1ccc(N2CCN(c3nnnn3-c3ccccc3)CC2)cc1
52	0	-47	6	-36	-51	5	1	-0.7	-85	-59	-1	COC(=O)Nc1nnc(-c2ccc(OC)cc2)s1
53	-18	-3	-9	0	4	2	16	1.0	-7	3	4	C=CCn1c(CNC(=O)c2ccccc2C)nnc1SCC(=O)NC1CCCC1
54	-10	-52	-2	-9	-18	-3	-4	0.2	-28	-16	-2	Cc1c(C(=O)NC2CCCCC2)oc2ccccc12
55	0	16	2	0	0	-8	12	0.8	-4	1	-2	O=c1[nH]c2ccccc2c(=O)n1Cc1ccccc1
56	4	13	5	18	-3	-4	-2	0.4	15	-22	-6	O=C(Nc1cccnc1)c1scc2c1OCCO2

# More structures:
no.	NOD2 RIPK2 PPI	SRC3 inh	TLR9-MyD88 inh	NR2F2 inh	NCOA1 inh	LMP1 NFkB inh	MC4R antagonist	MC4R barr agon	LRH-1 inv ag	NCOA2 inhibitor	ABHD5-PLIN5 inh	molecule
57	-4	-22	3	-29	-73	-15	2	0.3	-109	-43	4	O=C(COc1ccc(Br)cc1CO)Nc1ccccc1F
58	-9	2	2	9	-6	-8	21	5.3	0	21	2	O=C(COC(=O)/C=C/c1nc2ccccc2s1)Nc1cccc2ccccc12
59	3	-14	12	6	-10	-3	4	-1.6	6	-13	1	O=S1(=O)N=C(Oc2ccccc2)c2ccccc21
60	-4	12	11	8	-22	7	3	-1.9	12	5	-11	CC1=NN(C(C#N)c2ccccc2C)C(C)(C)C1 (configuration not stated)
61	-1	14	-4	11	0	4	-5	-0.5	5	-12	-1	CCOC(=O)Cn1c(=NC(=O)C2CC2)sc2c(C)cc(C)cc21
62	3	-31	1	-10	0	3	-5	0.1	-7	-22	5	O=C(O)c1cccc2c1C(=O)c1cc([N+](=O)[O-])ccc1-2
63	3	-8	-3	8	-26	-4	-7	-2.5	-1	-29	3	Cc1cccn2c(=O)c3cc(C(=O)NCCN4CCOCC4)n(C)c3nc12
64	-6	-9	-2	6	0	-4	-2	-3.6	-4	-19	0	O=C(CN1C(=O)c2ccccc2S1(=O)=O)NCc1cccs1
65	1	19	-8	-6	-18	-2	13	2.9	11	-4	5	O=C1c2cccc3cccc(c23)C(=O)N1Cc1ccco1
66	11	3	2	0	-10	0	1	-0.9	11	2	9	C#CCOCCOCCOCCNc1nc(N2CCOCC2)nc(N2CCN(C(=O)[C@H](Cc3ccc(O)cc3)n3cc([C@@H](N)C(C)CC)nn3)CC2)n1 (some centres not stated)

# Individual results from the results shown.
# Value for `Cc1cccn2c(=O)c3cc(C(=O)NCCN4CCOCC4)n(C)c3nc12` under MC4R barr agon: -2.5
# Value for `O=C(COc1ccc(Br)cc1CO)Nc1ccccc1F` under TLR9-MyD88 inh: 3
